Assay outcomes as filed in PubChem BioAssay.
aGal spleen mod = qHTS Assay for Inhibitors and Activators of Human alpha-Galactosidase From Spleen Homogenate. Alpha-galactosidase A (Homo sapiens), P06280. human spleen homogenate, 4MU-alpha-Gal fluorescence, 40 min. Potency, µM (series often up to 80 µM), for inactives: at the highest dose activity change, negative = inhibition, usual class: inhibitors. hit rate 0.008% among 240,000;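 further: 0% = enzyme with vehicle and -100% = no enzyme basal signal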
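Spleen homogenate 1 ug + cpd (titration) + 4-MU-alpha-D-galactopyranoside 1 mM; 37C 40 min; 50 mM citrate/phosphate pH 5.0, 0.01% Tween-20; stop pH 10; fluorescence 365/440; AC50 via Hill.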
ALDH1A1 inh = qHTS Assay for Inhibitors of Aldehyde Dehydrogenase 1 (ALDH1A1). Aldehyde dehydrogenase 1A1 (Homo sapiens), P00352. Purified ALDH1A1, NADH fluorescence, propionaldehyde substrate. Potency, µM (highest dose often 75.3 µM), without a hit: at the highest dose activity, negative = inhibition, most hits filed as inhibitors. hit rate 7.3% among 220,000. AID 1030, 2008; active means well fitted inhibition curve with a large enough effect, not every such curve was filed as active; inconclusive means small, poorly fitted or top-dose-only effect, or another doubt; inactive means no such curve, though single readings can be large or run the other way;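 further: plate controls were no enzyme wells and a reference inhibitor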
Target sequence (P00352 whole entry, looked up): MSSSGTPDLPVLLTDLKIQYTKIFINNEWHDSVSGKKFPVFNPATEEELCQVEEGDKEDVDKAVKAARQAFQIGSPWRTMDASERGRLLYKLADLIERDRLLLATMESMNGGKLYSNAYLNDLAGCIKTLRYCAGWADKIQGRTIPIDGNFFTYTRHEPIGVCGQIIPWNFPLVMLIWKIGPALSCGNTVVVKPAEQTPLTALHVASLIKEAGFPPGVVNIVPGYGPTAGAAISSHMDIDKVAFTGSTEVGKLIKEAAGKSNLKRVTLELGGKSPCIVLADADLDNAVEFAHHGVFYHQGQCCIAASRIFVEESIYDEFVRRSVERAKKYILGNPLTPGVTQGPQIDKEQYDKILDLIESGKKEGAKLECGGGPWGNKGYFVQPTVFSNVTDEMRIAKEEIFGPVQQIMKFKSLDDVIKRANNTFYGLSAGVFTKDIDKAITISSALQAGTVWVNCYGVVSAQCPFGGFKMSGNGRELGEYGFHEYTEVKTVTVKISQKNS
Epigenetic derep = Quantitative High-Throughput Screen for Regulators of Epigenetic Control | murine LDR cells, GFP reporter derepression, 30 h | Potency, µM (top dose mostly 53.9 µM), without a hit: top-dose GFP activation, usual class: activators | hit rate 0.2% among 280,000; further: % of control where 0% means no effect; nearly all actives have a fitted effect of over 60% in size
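Murine LDR cells bearing a silenced CMV-driven GFP reporter were exposed to compound for 30 h at 37 C. After PBS washes, GFP-positive cells (20-120 um objects) counted by laser-scanning microplate cytometry.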
NPSR antagonist = qHTS Assay for Antagonists of the Neuropeptide S Receptor: cAMP Signal Transduction | Q6W5P4 | CHO-NPSR cells, cAMP TR-FRET, antagonist mode | Potency, µM (highest dose often 38.3 µM), inactives show at the highest dose activity change, negative = inhibition, actives largely listed as inhibitors | hit rate 1% among 220,000; further: on the % scale 0 is the no-effect control and ±100 the full control effect; nearly all actives have a fitted effect of over 50% in size; many of its hits are not listed in these tables
Target sequence (Q6W5P4 whole entry, looked up): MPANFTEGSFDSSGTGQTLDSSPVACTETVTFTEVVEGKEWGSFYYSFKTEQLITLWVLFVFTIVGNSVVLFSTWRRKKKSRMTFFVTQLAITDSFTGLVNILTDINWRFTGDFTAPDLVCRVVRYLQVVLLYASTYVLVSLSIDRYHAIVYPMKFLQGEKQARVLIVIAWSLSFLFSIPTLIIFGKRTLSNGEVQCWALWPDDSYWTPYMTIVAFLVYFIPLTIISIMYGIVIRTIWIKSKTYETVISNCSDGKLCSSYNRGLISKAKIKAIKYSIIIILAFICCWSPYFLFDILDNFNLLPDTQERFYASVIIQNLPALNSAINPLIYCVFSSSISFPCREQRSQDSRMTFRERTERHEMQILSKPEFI
Tau fluor counter = Counterscreen qHTS for Inhibitors of Tau Fibril Formation, Fluorescence Polarization | Potency, µM (doses to about 57.7 µM), inactives show at the highest dose activity change, negative = decrease | tau K18 P301L (four-repeat tau fragment) Alexa594 fluorescence, heparin fibrillization | hit rate 0.93% among 280,000; further: on the % scale 0 is the no-effect control and ±100 the full control effect; nearly all actives have a fitted effect of over 55% in size
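Human K18 P301L tau (15 uM unlabeled plus 0.24 uM Alexa 594-labeled, final) in 100 mM sodium acetate pH 7 was mixed with compound and 20 uM heparin and incubated 6 hr at 37 C.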
GAA inhib = qHTS Assay for Inhibitors of Human alpha-Glucosidase as a Potential Chaperone Treatment of Pompe Disease; purified human GAA, 4-MU-alpha-glucoside fluorescence; Potency, µM (highest dose often 76.9 µM), inactives show at the top dose activity change, negative = inhibition, most hits filed as inhibitors; hit rate 0.005% among 200,000; AID 1466, 2008;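 further: plate controls were uninhibited enzyme wells for no effect and no-enzyme background for full effect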
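Endpoint fluorogenic read: 20 min room-temperature reaction of 4 nM human alpha-glucosidase with 400 uM 4-methylumbelliferyl-alpha-D-pyranoside, pH 5.0, quenched with 1M NaOH/1M glycine pH 10. AC50 from Hill modeling.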
GAA spleen mod = qHTS Assay for Inhibitors and Activators of Human alpha-Glucosidase From Spleen Homogenate. Lysosomal alpha-glucosidase (Homo sapiens), P10253. human spleen homogenate, 4-MU-alpha-glucoside fluorescence. Potency, µM (doses to about 79.9 µM), for the others: at the top dose activity change, negative = inhibition, most hits filed as inhibitors. hit rate 0.006% among 240,000;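 further: 0% = enzyme with vehicle and -100% = no enzyme basal signal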
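Compounds were titrated against alpha-glucosidase in spleen homogenate at pH 5.0, with 1 mM 4-methylumbelliferyl substrate for 40 min at 37 C. Reactions were quenched with pH 10 NaOH/glycine and fluorescence measured.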
GAA glycogen = qHTS Assay for Inhibitors and Activators of Human alpha-Glucosidase Cleavage of Glycogen | hit rate 0.38% among 300,000 | recombinant GAA, glycogen substrate, Amplex Red glucose oxidase fluorescence | Potency, µM (doses to about 76.4 µM), without a hit: top-dose activity change, negative = inhibition, actives largely listed as inhibitors | Lysosomal alpha-glucosidase (Homo sapiens), P10253;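 further: 0% = full enzyme reaction and -100% = no-enzyme basal signal; the screen sought inhibitors and activators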
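Recombinant enzyme (4 nM final) with compounds titrated up to 77 uM and bovine liver glycogen (30 ug) in citrate pH 5.0, 0.01% Tween-20, 37 C 40 min. Released glucose detected by Amplex Red/glucose oxidase (Ex 573/Em 610); AC50 from Hill fits.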
Numbers without * were called inactive; ? = inconclusive; nt = no result given; & = joins results of further samples; [ ] = dose if it differs, or a comment. Unless noted, the call rests on the fitted dose curve; in most records, active means well fitted curve in the direction sought with a large enough effect; inconclusive means small, poorly fitted or top-dose-only effect, or another doubt; inactive means no such curve, though single readings can be large; an effect the other way counts as inactive or inconclusive. Potency means the concentration at half of the fitted maximal effect. This is a subset; the hit share may differ from the screen's.

SMILES | aGal spleen mod | ALDH1A1 inh | Epigenetic derep | NPSR antagonist | Tau fluor counter | GAA inhib | GAA spleen mod | GAA glycogen
O=Cc1cccc(Oc2ccc([N+](=O)[O-])cc2[N+](=O)[O-])c1 | -6% | -22% | 14% | 12% | ? | 7% | -2% | -3%
Cc1cccc(CSc2nnc(NC(=O)CSc3nnc(C)s3)s2)c1 | -4% | -10% | -0.9% | 2%[46.1 µM] | -8% | 9% | -17% | 3%
CCOC(CC(=O)NNC(=O)c1c(-c2c(Cl)cccc2Cl)noc1C)OCC | -5% | nt | -1.1% | -17% | -1% | nt | -3% | 8%
c1ccc(Nc2scc(-c3ccccc3)[n+]2Cc2ccco2)cc1 | -1% | 10µM* | -0.3% | -54% | ? | -2% | -1% | -10%
NC(=S)NNC(=O)c1cccc(Br)c1 | -11% | -3% | -1.8% | 3% | 2% | -3% | -3% | -7%
CCC1CCCCN1Cc1nc2c(c(=O)n(C)c(=O)n2C)n1Cc1cccc2ccccc12 (stereo unspecified) | 4% | ? | 0.0% | 4%[46.1 µM] | 4% | 7% | 0% | -6%
CCOc1ccc2nc(NC(=O)C3CCCN(S(=O)(=O)c4cccs4)C3)sc2c1 (stereo unspecified) | 9% | ? | -1.1% | -29%[46.1 µM] | ? | -14% | 2% | -2%
CC(C)(C)OC(=O)NCCCC[C@H](NC(=O)c1nc[nH]c1C(=O)N1CCN(c2ccccc2)CC1)C(=O)OC(C)(C)C | 2% | nt | -1.6% | -10% | -15% | nt | -1% | -6%
Cc1ccc(NC2c3ncccc3C(=O)N2Cc2ccc(F)cc2)cc1 (stereo unspecified) | 4% | -4% | 0.0% | -21%[46.1 µM] | -11% | 4% | -9% | -10%
CCn1c(SCC(=O)NNC(=O)c2ccccc2)nnc1-c1ccncc1 | -1% | 9% | 0.6% | -2%[46.1 µM] | -9% | -6% | -10% | 2%
CCOC(=O)C1=C(C)Nc2nc(C)nn2C1c1ccc(OC)c(OC)c1 (stereo unspecified) | 4% | 5% | 4.0% | 3% | -12% | 7% | 7% | 1%
COc1ccccc1CCc1nnc(CCC(=O)NCCOc2cccnc2)o1 | 4% | 4% | 0.1% | -6% | -8% | ? | -14% | -5%
COC(=O)CSc1nc(Cc2ccccc2)nc2ccccc12 | -2% | -8% | -1.1% | ? | -18% | 1% | 2% | 2%
CCCNC(=O)[C@H](Cc1c[nH]c2ccccc12)NC(=O)c1ccccc1Cl | -12% | 15% | 1.0% | 14% | -11% | -11% | -13% | 9%
Cc1csc(NC(=O)CSc2ccc(-c3ccccc3)nn2)n1 | 4% | 11% | 1.3% | -1% | -11% | -3% | nt | 9%
CCOC(=O)N1CCN(C(=O)c2ccc3c(c2)sc2nc(-c4ccc(OC)cc4)cn23)CC1 | 1% | ? | 0.0% | -12%[46.1 µM] | -20% | -5% | 3% | -13%
O=C(c1cccc(S(=O)(=O)N2CCCCC2)c1)N1CCOCC1 | 6% | 1% | 1.4% | -4%[46.1 µM] | -2% | -4% | 3% | -10%
O=C(NCc1ccco1)c1c(O)c2cccc3c2n(c1=O)CCC3 | 13% | ? | -0.9% | 1%[46.1 µM] | -12% | -4% | 2% | 5%
COCCn1nnnc1C(CC(C)C)N1CCN(c2nc3ccccc3s2)CC1 (stereo unspecified) | 6% | 4% | -2.5% | 43% | -13% | -4% | -2% | -4%
Clc1ccccc1COc1ccccc1-c1nnco1 | 9% | -9% | -1.0% | 32%[46.1 µM] | -2% | 0% | 2% | -2%
COc1ccccc1CNC(=O)C1CCC1 | 4% | -5% | 1.1% | 13% | -2% | -6% | 2% | -2%
Cc1cccc(NC(=O)CCCSc2nc3ccccc3[nH]2)c1 | -12% | -5% | -1.3% | 32% | -17% | 2% | -2% | -1%
CCCNC(=S)N1CCCC(c2nc3ccccc3[nH]2)C1 (stereo unspecified) | -5% | 10% | -3.2% | -7% | 3% | 2% | 1% | 4%
CN1CCN(CCCNC(=O)c2cc3c(=O)n(C)c4ccccc4c3s2)CC1 | 5% | ? | 1.8% | -3%[46.1 µM] | -10% | 12% | 1% | 3%
CCOc1ccc(-c2nc(S(=O)(=O)c3ccccc3)c(N3CCOCC3)o2)cc1 | -4% | -14% | 1.4% | -37% | 1% | -5% | 2% | 4%
Cc1ccc(CNC(=O)C(=O)NCC2OCCN2S(=O)(=O)c2cccs2)cc1 (stereo unspecified) | 2% | ? | 1.3% | 8% | -19% | -3% | -2% | -5%
CCc1nnc(NC(=O)Cc2ccc(Br)cc2)s1 | 10% | ? | 2.6% | 8% | 5% | 0% | -16% | -10%
Cc1[nH]c(C)c2c(=O)n(Cc3ccc(Cl)cc3)ncc12 | -8% | 1% | -0.3% | 6% | -7% | -8% | 5% | 9%
CCc1ccccc1OCC(=O)NC1CCCC1 | -7% | -3% | -2.1% | 9%[46.1 µM] | -2% | -7% | -10% | -12%
CCOC(=O)C1CCN(C(=O)CCc2c(C)nc3ncnn3c2C)CC1 | 2% | 12% | -3.1% | 8%[46.1 µM] | -4% | -2% | 5% | 7%
CCCCC1=CC2=C(OC(C)=O)C(=O)C(C)(OC(=O)c3ccco3)C(=O)C2=CO1 (stereo unspecified) | -3% | 2% | -0.3% | nt | -16% | nt | 4% | nt
COc1ccc(CNC(=O)CCNS(=O)(=O)c2ccc(Cl)cc2)cc1 | 8% | 4% | 9.4% | -8% | -4% | 4% | 4% | -3%
O=C(NCc1ccc(Cl)cc1)c1cc2ccccn2n1 | -2% | -12% | 0.0% | -6%[46.1 µM] | -13% | 0% | 2% | 2%
COc1ccc(NC(=O)Cn2nnc(-c3ccccc3NS(=O)(=O)c3ccc(OC)cc3)n2)cc1 | 2% | -3% | 1.1% | 25% | -1% | 5% | -5% | -4%
CC(=O)c1cccc(NC(=O)N2CCC(c3nnc(SCC(N)=O)n3C)CC2)c1 | 2% | -13% | -2.3% | -6%[46.1 µM] | 5% | 0% | -2% | -6%
COc1ccc(CC(=O)NCc2n[nH]c(=S)n2-c2ccc(F)cc2)cc1 | -2% | ? | 1.3% | 7% | 3% | 10% | 7% | -6%
CC(=O)N(Cc1ccccc1)c1ccc(C(=O)O)cc1 | 0% | 11% | -0.2% | 2%[46.1 µM] | -2% | 7% | -4% | -7%
CCCc1nc(N2CCCC2)c(C#N)c2c1CCCC2 | 0% | ? | -0.7% | 0%[46.1 µM] | -9% | 11% | -2% | -9%
Cc1ccc(C(=O)NCC(=O)O)s1 | -3% | 2% | -0.1% | 10% | 1% | -8% | -6% | 22%
CCN(CC)CCOCCOc1ccccc1F | -1% | 2% | -1.8% | -18%[46.1 µM] | -6% | -2% | -6% | -6%
CCS(=O)(=O)Nc1ccc(-c2cc(-c3ccccc3)c3cc(C)ccc3n2)cc1 | -8% | ? | -1.1% | 12% | -1% | -4% | -6% | -11%
COc1ccc(NC(=O)CN2CCC3(O)CCCCC3C2c2ccccc2OC)cc1 (stereo unspecified) | 0% | 5% | -0.7% | ? | -8% | -1% | -2% | -3%
C/C(=N\N=C(N)N)c1cccc([N+](=O)[O-])c1 | 4% | 15% | 0.0% | -7%[46.1 µM] | -9% | 0% | -5% | -5%
COc1ccccc1C1CC(=O)NC(C)=C1C(=O)OCC(C)C (stereo unspecified) | 3% | -6% | -1.1% | -8%[46.1 µM] | -1% | ? | 0% | -9%
c1ccc(-c2ccc(-c3nc(-c4cccnc4)no3)cc2)cc1 | -5% | ? | -0.9% | -10%[46.1 µM] | -5% | -1% | -2% | 0%
C/C=C(\C)[C@H](O)C[Si](C)(C)c1ccccc1 | 5% | 8% | -1.1% | nt | -3% | nt | -1% | nt
COc1ccc(NC(=S)N(CCCN2CCCC2)Cc2cccs2)cc1 | 9% | 7% | -1.9% | 20% | -10% | -4% | -1% | 0%
Cc1cc(C)cc(NC(=S)NC2CC3CCC(C2)N3Cc2ccco2)c1 (stereo unspecified) | -6% | -4% | 0.0% | -4%[46.1 µM] | -6% | -1% | -4% | 6%
Cc1cc(=O)oc2cc(OCc3ccc(C(=O)OCC(=O)N(C)C4CCS(=O)(=O)C4)cc3)ccc12 (stereo unspecified) | 11% | ? | -0.3% | 19% | -13% | 1% | 2% | 8%
N#Cc1cc2c(OCC(O)CN3CCN(C(c4ccccc4)c4ccccc4)CC3)cccc2[nH]1 (stereo unspecified) | 12%&-17% | 0% | 6.3%&16% | nt | ? | nt | 6%&-11% | nt
Cc1ccc2cc(CCNC(=O)c3c(-c4ccccc4Cl)noc3C)c(=O)[nH]c2c1 | 0% | -10% | -0.8% | -14%[46.1 µM] | -3% | 1% | -4% | 4%
COCCn1nnnc1CN1C2CCCC1CC(NC(C)=O)C2 (stereo unspecified) | 1% | 6% | -4.5% | 13%[46.1 µM] | 2% | -6% | -7% | 7%
CCC(Sc1nc(C)cc(=O)[nH]1)C(=O)Nc1nnc(C)s1 (stereo unspecified) | 1% | 3% | -16% | -11%[46.1 µM] | 8% | -3% | -1% | -4%

5 entries already listed, ordered by SMILES length, lowest first:
SMILES | aGal spleen mod | ALDH1A1 inh | Epigenetic derep | NPSR antagonist | Tau fluor counter | GAA inhib | GAA spleen mod | GAA glycogen
COc1ccc(NC(=S)N(CCCN2CCCC2)Cc2cccs2)cc1 | 9% | 7% | -1.9% | 20% | -10% | -4% | -1% | 0%
CCC(Sc1nc(C)cc(=O)[nH]1)C(=O)Nc1nnc(C)s1 (stereo unspecified) | 1% | 3% | -16% | -11%[46.1 µM] | 8% | -3% | -1% | -4%
Cc1cc(C)cc(NC(=S)NC2CC3CCC(C2)N3Cc2ccco2)c1 (stereo unspecified) | -6% | -4% | 0.0% | -4%[46.1 µM] | -6% | -1% | -4% | 6%
Cc1ccc2cc(CCNC(=O)c3c(-c4ccccc4Cl)noc3C)c(=O)[nH]c2c1 | 0% | -10% | -0.8% | -14%[46.1 µM] | -3% | 1% | -4% | 4%
N#Cc1cc2c(OCC(O)CN3CCN(C(c4ccccc4)c4ccccc4)CC3)cccc2[nH]1 (stereo unspecified) | 12%&-17% | 0% | 6.3%&16% | nt | ? | nt | 6%&-11% | nt
